# S3 lipid droplet: qHTS Assay for Lipid Storage Modulators in Drosophila S3 Cells; lipid storage change, negative = inhibition, % at the top dose, mostly 46.1 µM; hits show Potency in µM; AID 2685; Drosophila S3 cells, BODIPY lipid droplet fluorescence, 18-24 h; cells fed with added oleic acid; 320,000 compounds, 0.64% hits; active means well fitted inhibition curve with a large enough effect in the signal ratio, with a control signal flat, not every such curve was filed as active; inconclusive means small, poorly fitted or top-dose-only effect, or effect the other way, or a change in a side signal; the % refers to the signal ratio
#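 Laser-scanning cytometry quantifies lipid droplet accumulation (500–530 nm total intensity; droplet/cell object ratio) in oleic acid-fed (400 uM added) Drosophila S3 cells treated with a concentration series. 20 uM Triacsin C defined 100% inhibition.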
# S3 lipid droplet cell count max: second read-out of S3 lipid droplet, no call of its own (marks repeat the call); cell number change, %; measured here: cell count max response;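 cells counted by Cell Tracker Red CMTPX staining in the red channel; peak over a dose series mostly up to 46.1 µM; percent activity relative to internal control wells on each plate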
# The depositor's hits bear a star; i = inactive; ? = inconclusive; / = not tested or not shown; [ ] = dose if it differs, or a comment. On the % scale 0 is the no-effect control and ±100 the full control effect; potency means the concentration at half of the fitted maximal effect. This is a subset; rates above refer to the full screens.
SMILES,S3 lipid droplet,S3 lipid droplet cell count max
N#Cc1c(SCC(=O)Nc2nccs2)nc2c(c1-c1ccco1)CCCC2,?,/
CCCCN1C(=O)c2ccc(C(=O)Nc3cccnc3)cc2C1=O,21.6%,-11.6
Cc1nc(-c2cccc(NC(=O)c3ccco3)c2)cs1,?,/
COc1ccc(O)c(C(=O)c2cnn(C(=O)c3cccc(S(=O)(=O)N4CCOCC4)c3)c2)c1,?,/
CCN(CC)S(=O)(=O)c1ccc2c3c(cccc13)C(=O)S2,-25.5%,4.2
CCn1c(SCC(=O)Nc2cccc(C)c2)nc2c(c1=O)SC(C)C2 (stereo not given),3.0%,2.0
COc1ccccc1CNC(=O)COC(=O)c1cc([N+](=O)[O-])ccc1N1CCOCC1,?,/
O=C(CCN1C(=O)C2C3C=CC(C3)C2C1=O)Nc1c(F)cc(F)cc1Br (stereo not given),i,/
CC(OC(=O)c1cccs1)C(=O)NCc1ccc2c(c1)OCO2 (stereo not given),?,/
CCOC(=O)c1[nH]c2ccc(OC)cc2c1NC(=O)CCN1CCN(Cc2ccccc2)CC1,?,/
O=C(Cn1cnc2c(cnn2-c2ccccc2)c1=O)NC1CCCC1,?,/
COc1ccc(Cn2nnnc2CN(Cc2cc3cccc(C)c3[nH]c2=O)C2CCCC2)cc1,-1.1%,-3.9
CC(SCC(=O)NC12CC3CC(CC(C3)C1)C2)C(=O)O (stereo not given),?,/
CNC(=O)n1ccc(C(=O)N2CCCCC2)n1,?,/
CC(=O)Nc1ccc(/C=N/NC(=O)CCN2CCN(c3ccccc3)CC2)cc1,?,/
COC(=O)C1=C(C)N(Cc2ccccc2)C(=NCC(C)C)N[C@H]1c1ccc(Br)cc1,-17.5%,9.5
O=C(CSCc1ccc(Cl)cc1)c1ccco1,11.3%,2.3
CCOC(=O)C1=C(CSc2nc(-c3ccncc3)ccc2C#N)OC(N)=C(C#N)C1c1cccnc1 (stereo not given),?,/
Cc1noc(C)c1C(=O)NC(C)C1CCCO1 (stereo not given),-7.0%,4.8
O=C(CCCCn1c(=O)[nH]c2ccsc2c1=O)NCC1CCCO1 (stereo not given),?,/
O=C(Cn1c(NCCCO)nc2ccccc21)c1ccc(F)cc1,i,11.9
CC(Oc1cccc(Cl)c1)C(=O)Nc1ccc(S(=O)(=O)NC2=NCCCCC2)cc1 (stereo not given),25.3%,15.5
COCCN1CCN(C(=O)C2CCC(=O)N(CCCc3ccccc3)C2)CC1 (stereo not given),28.2%,9.7
O=c1[nH]cnc2c1ncn2[C@H]1CC[C@@H](CO)O1,2.8%,6.9
O=C1C=C(c2cccc(Cl)c2O)C[C@@H](c2ccc(Cl)cc2)C1,?,/

# More structures
SMILES,S3 lipid droplet,S3 lipid droplet cell count max
CCOC(=O)C1CCCN(C(=O)c2cccc3ccccc23)C1 (stereo not given),12.9%,6.0
COc1ccc(C)c2sc(NC(=O)C3CC3)nc12,?,/
COc1cc(CN2CCCN(C)CC2)c([N+](=O)[O-])cc1OC,?,/
COc1ccc(C2CC(c3ccco3)n3ncnc3N2)cc1 (stereo not given),10.0%,2.2
CCOC(=O)c1c(C)nc2sc(C(=O)Nc3ccc(C(C)=O)cc3)c(N)c2c1-c1ccc(OC)cc1,?,/
O=C(COc1ncnc2cc(Cl)ccc12)c1ccccc1,?,/
CC1(C)CC(=O)c2c(noc2-c2ccccc2)C1,?,/
CCOc1ccc(NS(=O)(=O)c2ccc(C(=O)N(C)CC(=O)Nc3ccc(C)cc3)cc2)cc1,?,/
COc1ccc(C(=O)Nc2ccc(NC(C)=O)cc2)cc1S(=O)(=O)N1CCCC1,?,/
N#Cc1ccccc1OCC(=O)OCC(=O)Nc1ccc2c(c1)OCO2,?,/
O=[N+]([O-])c1ccc(O)c(C=Nc2cccc3ccccc23)c1,?,/
Cc1cccc(Oc2coc3cc(O)ccc3c2=O)c1,?,/
CCOCCCn1c(=O)c2ccccc2n2c(=S)[nH]nc12,?,/
COc1ccc(Cn2c(=O)[nH]c3cc(C(=O)NC4CCCC4)ccc3c2=O)cc1,?,/
O=C(NCC1CCCO1)c1ccc(Cn2c(=S)[nH]c3ccccc3c2=O)cc1 (stereo not given),-0.7%,1.7
CCCn1c(SCCC(=O)O)nc2ccccc21,6.4%,13.8
CCc1ccc(N(CC(=O)N2CCOCC2)S(C)(=O)=O)cc1,?,/
COc1ccc2[nH]cc(CCNC(=O)Nc3ccccc3C)c2c1,?,/
COC(=O)c1cc2c(ccn2-c2ccc(F)cc2)n1Cc1ccc(OC(C)=O)cc1,?,/
Cc1ccc(C2OC34CCCCCC3C(C#N)(C(=N)O4)C2(C#N)C#N)cc1 (stereo not given),2.1%,11.3
N#CCSCC(=O)Nc1ccc(Cl)cc1,?,/
O=C(NCC(=O)N(c1cccc(F)c1)C(C(=O)NC1CCCC1)c1ccncc1)c1cccs1 (stereo not given),i,4.8
CC1(C)CC(=O)C(C(C2=C(O)CC(C)(C)CC2=O)c2ccc(Br)s2)C(=O)C1 (stereo not given),?,/
CCOC(=O)CC(=O)CSc1nc(CC)c(C)cc1C#N,13.5%,0.5
COC(=O)c1ccc(NC(=O)c2cccc(N3C(=O)CCC3=O)c2)cc1,?,/

# Additional structures
SMILES,S3 lipid droplet,S3 lipid droplet cell count max
C=CCNC(=S)NNc1nc2sc3c(c2c(=O)[nH]1)CC(C)(C)OC3,i,2.2
NC(=O)[C@@H]1CC2(CC(c3cccc(NC(=O)CC(c4ccccc4)c4ccccc4)c3)=NO2)CN1C(=O)c1ccc(Cl)cc1 (stereo not given in full),6.9%,2.6
CSc1nc2ccc(NS(=O)(=O)c3ccc4c(c3)OCCO4)cc2s1,?,/
COc1cc(NC(=O)CN2C(=O)CN(C)C2=O)c(C)cc1[N+](=O)[O-],?,/
O=C(C[n+]1ccc(C(=O)N/N=C/c2ccc(Cl)cc2Cl)cc1)c1ccccc1,?,/
O=C(CNC(=O)c1ccccc1)OCC(=O)c1cccs1,i,18.7
CCCCNc1ccc(C(CC(N)=O)NC(=O)c2cc(C)cc(C)c2)cc1[N+](=O)[O-] (stereo not given),?,/
CCc1nc2cc(Cl)c(Cl)cc2nc1CC,-7.0%,1.6
Cc1oc2c(C)c(O)ccc2c(=O)c1-c1ccc2ccccc2n1,-7.3%,-6.5
COc1cc(NC(=O)c2cc3sccc3n2C)cc(OC)c1,i,8.7
N#Cc1c(NC(=O)c2ccccc2)sc2c1CCC2,?,/
Cc1cc(=O)nc2c3ccccc3n(CC(=O)NCCC3=CCCCC3)n12,?,/
CCn1c(NC(=O)c2cccs2)nc2ccccc21,?,/
CCCN(CCC)CCNC(=O)C1c2ccccc2C(=O)N2CCc3ccccc3C12 (stereo not given),2.4%,15.5
CCc1nc(-c2ccc(OC)c(OC)c2)cc2cc(OC)c(OC)cc12,?,/
CCOc1ccc(CCNC(=O)COC(=O)c2cc(OC)c(OC)c(OC)c2)cc1OCC,?,/
Cc1ccccc1NC(=O)CSc1nc(N2CCCCC2)nc(N2CCCCC2)n1,-4.8%,8.9
CC(C)Oc1ccc(C(=O)OC(C)C(=O)Nc2nc(-c3cccc([N+](=O)[O-])c3)cs2)cc1 (stereo not given),17.8%,7.8
COc1cc(C(=O)ONC(=O)c2ccc(OC(F)F)cc2)cc(OC)c1OC,?,/
C[C@H](NC(=O)c1[nH]cnc1C(=O)N[C@H](C)c1ccccc1)c1ccccc1,?,/
O=[N+]([O-])c1ccc(CN2CCN(Cc3c[nH]c4ccccc34)CC2)cc1,?,/
O=C(CCCSc1nc2ccccc2[nH]1)Nc1nnc(C2CC2)s1,?,/
Cc1ccc(S(=O)(=O)N2CCC(C(=O)Nc3ccccc3N3CCCC3)CC2)c(C)c1,i,/
CN(C)CCSc1nc(N)c2c3c(sc2n1)COC(C)(C)C3,-2.3%,-14.9
O=C(Cc1ccc(F)cc1)NCCS(=O)(=O)N1CCN(c2ccccc2)CC1,?,/

# A draw from above in order of SMILES length, smallest number first:
SMILES,S3 lipid droplet,S3 lipid droplet cell count max
CSc1nc2ccc(NS(=O)(=O)c3ccc4c(c3)OCCO4)cc2s1,?,/
CCCN(CCC)CCNC(=O)C1c2ccccc2C(=O)N2CCc3ccccc3C12 (stereo not given),2.4%,15.5
COc1cc(NC(=O)CN2C(=O)CN(C)C2=O)c(C)cc1[N+](=O)[O-],?,/

# Going on with the list.
SMILES,S3 lipid droplet,S3 lipid droplet cell count max
CCCCCN(C(=O)CCC(=O)OCC(=O)N(C)Cc1ccccc1C)c1c(N)n(CCCC)c(=O)[nH]c1=O,?,/
COC(=O)/C=C1\NCCNC1=O,-11.5%,9.9
O=C(O)c1ccc(OS(=O)(=O)c2cccc(C(F)(F)F)c2)cc1,?,/
O=C(c1ccco1)N1CCN(Cc2cccnc2)CC1,?,/
CCOCCCNC(=S)N1CCC(NC(=O)C2CCCCC2)CC1,-0.9%,12.8
COc1ccc(NC(=O)C2CC(=O)OC23CCOC(C)(C)C3)cc1 (stereo not given),?,/
Cc1ccc(S(=O)(=O)N[C@H](C(=O)N2CCC(C(=O)NCC(=O)O)CC2)C(C)C)cc1,?,/
O=S(=O)(c1ccccc1)N1CCN(C2CCCCCCC2)CC1,i,/
O=C(Nc1ccccc1NC(=O)c1ccccc1Cl)c1ccccc1Cl,i,13.2
COc1ccccc1C1NC(=O)NC(C)=C1C(C)=O (stereo not given),14.6µM*,6.7*
O=C(NCc1ccc(Cl)s1)C1CCC(=O)N(CCc2ccccn2)C1 (stereo not given),i,13.4
Cn1nc(-c2ccccc2)c(/C=N/O)c1Cl,?,/
O=C(c1ccc(Br)cc1)C1CCc2occc2C1=O (stereo not given),?,/
CCOC(=O)N1CCC(N2CCN(S(=O)(=O)CC)CC2)CC1,-5.2%,-3.9
O=C(NCC(c1cccs1)N1CCOCC1)c1ccccc1NS(=O)(=O)c1ccc(Br)cc1 (stereo not given),?,/
Cc1cc(Cl)nc(-c2ccccc2)n1,?,/
O=C(Cc1ccc(NS(=O)(=O)c2ccc(F)cc2)cc1)NCc1ccccc1,i,/
O=S(=O)(Nc1ncn[nH]1)c1ccc(Cl)cc1,?,/
COc1cc2c(cc1[N+](=O)[O-])n(C(C)C)c(=O)n2C(C)C,?,/
COc1ccccc1CNC(=O)c1cc(C2CC2)nc2c1cnn2C(C)C,?,/
CCCC(=O)Nc1sc(Cc2ccccc2)c(C)c1C(N)=O,0.2%[9.22 µM],6.2
O=C(NC(=S)Nc1nc2c(s1)CCCC2)c1ccccc1,-0.8%,11.0
CCOC(=O)c1ccc(S(=O)(=O)N2CCN(C(=O)c3cc4ccccc4o3)CC2)cc1,?,/
CC1=C(C(=O)Nc2ccc(C)cn2)C(c2cnn(C)c2)C2=C(CCCC2=O)N1 (stereo not given),?,/
CCOP(=O)(OCC)C(Nc1ccc(OC)cc1)c1ccco1 (stereo not given),-15.9%,-16.9

# Additional results
SMILES,S3 lipid droplet,S3 lipid droplet cell count max
COc1ccc(N(CC(=O)NCc2ccc(F)cc2)C(=O)CCC(=O)Nc2nccs2)cc1,?,/
CCOC(=O)N/N=C/c1ccccc1OCc1ccc(Cl)cc1,?,/
O=c1[nH]c2ccc(S(=O)(=O)N3CCCCC3)cc2o1,3.6%,2.3
Cc1ccc(S(=O)(=O)/C=C/c2ccccc2)cc1,16.2%,21.4
O=C(CN(C(=O)CCC(=O)Nc1nccs1)c1ccc(F)cc1)NCc1ccc(F)cc1,?,/
Cc1nc(SC(C)C(=O)Nc2cccc(C(F)(F)F)c2)c2c(C)c(C(=O)O)sc2n1 (stereo not given),1.2%,2.8
CCc1ccc(NC(=O)CSc2nc3cc(C(=O)OC)ccc3c(=O)n2CC2CCCO2)cc1 (stereo not given),i,-12.4
O=C1/C(=C/c2ccncc2)CCC/C1=C\c1ccncc1,?,/
COc1cccc(-c2csc(N3CCN(C(=S)Nc4cccc(Cl)c4)CC3)n2)c1,-7.8%,/
COCCOC(=O)C1=C(C)NC(=O)NC1c1c(OC)ncnc1OC (stereo not given),?,/
CCn1c(SCc2cccnc2)nnc1-c1c[nH]c2ccccc12,3.8%,19.2
COc1ccc(OC(=O)COc2cccc(C)c2)cc1,?,/
O=C(CN1C(=O)c2ccc([N+](=O)[O-])cc2C1=O)NCc1ccc(C(=O)O)cc1,i,17.0
CN(C(=O)CN1CCC(NC(=O)c2ccccc2Br)CC1)C1CCCCC1,i,2.6
O=C(O)c1ccccc1Oc1ccc(Oc2ccccc2)cc1,?,/
Oc1ccc(Br)cc1/C=N/N1CCN(Cc2cccc3ccccc23)CC1,1.3%,17.0
N/C(=N\OS(=O)(=O)c1ccc2ccccc2c1)c1ccccn1,?,/
O=C(CSc1nnc(SCc2ccccc2)s1)N/N=C/C=C/c1ccccc1[N+](=O)[O-],16.2%,21.0
CC1(C)NC(=O)N(CCCCOc2ccc(Br)cc2Cl)C1=O,?,/
COc1ccc2[nH]c(C(=O)N/N=C/c3cc(OC)c(OC)c(OC)c3)cc2c1,-17.1%,/
COC(=O)c1ccccc1NC(=O)NCc1ccco1,?,/
COc1ccc2cc(C#N)c(SCC(=O)N3CC(=O)Nc4ccccc43)nc2c1,22.6%,6.9

# 7 records picked at random from those above, as already listed:
SMILES,S3 lipid droplet,S3 lipid droplet cell count max
COc1ccc(N(CC(=O)NCc2ccc(F)cc2)C(=O)CCC(=O)Nc2nccs2)cc1,?,/
N/C(=N\OS(=O)(=O)c1ccc2ccccc2c1)c1ccccn1,?,/
COc1ccc2[nH]c(C(=O)N/N=C/c3cc(OC)c(OC)c(OC)c3)cc2c1,-17.1%,/
O=C1/C(=C/c2ccncc2)CCC/C1=C\c1ccncc1,?,/
COc1ccc2cc(C#N)c(SCC(=O)N3CC(=O)Nc4ccccc43)nc2c1,22.6%,6.9
COCCOC(=O)C1=C(C)NC(=O)NC1c1c(OC)ncnc1OC (stereo not given),?,/
Oc1ccc(Br)cc1/C=N/N1CCN(Cc2cccc3ccccc23)CC1,1.3%,17.0

# From PubChem BioAssay
